Source: PubChem (National Center for Advancing Translational Sciences (NCATS))
NPSR antagonist = blocks cAMP signaling of the human neuropeptide S receptor | Q6W5P4 | CHO-NPSR cells, cAMP TR-FRET, antagonist mode | Potency, µM (highest dose often 38.3 µM), for the others: at the top dose activity change, negative = inhibition, hits mostly inhibitors | 1% of 220,000 active; also: potency is read from the fitted curve at half-maximal effect; % is scaled to controls: 0 for no effect and ±100 for the full control effect; nearly all actives have a fitted effect of over 50% in size; many of its hits are not listed in these tables
Epigenetic derep = derepresses silenced GFP reporter in murine cells; murine LDR cells, GFP reporter derepression, 30 h; Potency, µM (titrated, usually from 53.9 µM), inactives show at the highest dose GFP activation, actives largely listed as activators; 0.2% of 280,000 active; also: potency is read from the fitted curve at half-maximal effect; % of control where 0% means no effect; nearly all actives have a fitted effect of over 60% in size
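GFP-positive cell count by laser-scanning cytometry (objects 20–120 um) after 30 h, 37 C compound exposure of murine LDR cells; reporter is CMV-GFP integrated at a silenced locus, inducible by HDAC or DNMT inhibitors.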
KinaseGlo FLuc = blocks Kinase-Glo luciferase, a counter-screen artifact. Q27757. Kinase-Glo luciferase, ATP luminescence, 8 min. Potency, µM (doses to about 38.3 µM), for the others: at the highest dose activity change, negative = inhibition, usual class: inhibitors. 0.28% of 200,000 active. AID 1379; also: potency is read from the fitted curve at half-maximal effect; % is scaled to controls: 0 for no effect and ±100 for the full control effect; nearly all actives have a fitted effect of over 60% in size
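Compounds were added to a substrate mix at pH 7.2 (50 mM imidazole, 10 uM ATP, within the enzyme's linear range), followed by Kinase-Glo detection reagent; luminescence was measured after 8 minutes at ambient temperature.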
L3MBTL1 block = L3MBTL1 (human) inhibition; Potency, µM (top dose mostly 57.1 µM), inactives show top-dose activity, negative = inhibition, actives largely listed as inhibitors; 0.66% of 230,000 active; Q9Y468; AlphaScreen L3MBTL1–H3K9me1 peptide binding; also: potency is read from the fitted curve at half-maximal effect; % is scaled to controls: 0 for no effect and ±100 for the full control effect; nearly all actives have a fitted effect of over 60% in size
Target sequence (Q9Y468 whole entry, looked up): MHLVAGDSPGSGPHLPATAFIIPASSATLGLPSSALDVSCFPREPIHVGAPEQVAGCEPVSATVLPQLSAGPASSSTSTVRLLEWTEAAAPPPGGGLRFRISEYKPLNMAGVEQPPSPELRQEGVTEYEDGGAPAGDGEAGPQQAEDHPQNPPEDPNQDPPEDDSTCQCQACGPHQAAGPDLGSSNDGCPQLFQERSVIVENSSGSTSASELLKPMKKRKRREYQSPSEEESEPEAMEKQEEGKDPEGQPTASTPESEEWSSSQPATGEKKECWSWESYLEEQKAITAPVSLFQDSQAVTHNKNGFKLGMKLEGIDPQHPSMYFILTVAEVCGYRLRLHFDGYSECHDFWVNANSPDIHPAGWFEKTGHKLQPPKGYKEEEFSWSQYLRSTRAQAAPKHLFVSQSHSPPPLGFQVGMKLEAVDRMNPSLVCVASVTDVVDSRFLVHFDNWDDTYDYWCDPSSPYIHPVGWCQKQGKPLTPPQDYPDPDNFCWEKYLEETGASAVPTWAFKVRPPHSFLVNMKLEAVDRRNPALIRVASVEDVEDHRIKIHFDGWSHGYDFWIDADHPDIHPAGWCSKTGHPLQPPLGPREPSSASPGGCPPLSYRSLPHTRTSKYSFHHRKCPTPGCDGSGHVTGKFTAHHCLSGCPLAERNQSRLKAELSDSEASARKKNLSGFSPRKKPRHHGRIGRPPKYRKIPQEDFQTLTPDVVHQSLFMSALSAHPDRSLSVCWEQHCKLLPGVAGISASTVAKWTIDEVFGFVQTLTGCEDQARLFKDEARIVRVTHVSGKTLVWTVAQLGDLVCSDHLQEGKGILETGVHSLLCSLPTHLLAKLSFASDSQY
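AlphaScreen proximity signal between nickel-chelate acceptor and streptavidin donor beads (final 10 ug/mL) reports binding of 50 nM L3MBTL1 to 75 nM biotin-H3 K9me1 peptide; complex incubated with compounds 30 min at room temperature; cefsulodin titration as control.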
IMPase Li cell = IMPase inhibition in cells with lithium potentiation. CHO-M1 cells, IP1 TR-FRET (IP-One), carbachol + lithium. 0.35% of 210,000 active. Potency, µM (highest dose often 59.4 µM), for inactives: at the highest dose activity, negative = IMPase inhibition, most hits filed as inhibitors;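 also: IP1 builds up when IMPase is blocked and the TR-FRET signal falls; potency is read from the fitted curve at half-maximal effect; plate controls were basal vehicle for no effect and high inhibitor control for full effect; nearly all actives have a fitted effect of over 50% in size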
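Concentration–response in CHO-M1 cells, lithium-potentiated; 30 min at 37C. IP1 detected by competitive TR-FRET after 10 min lysis at RT. Hill-fitted AC50.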
CBFb RUNX1 block = inhibitors of human CBF-beta and RUNX1 interaction; Q01196+Q13951; AlphaScreen CBFb-His/RUNX1-biotin binding, biochemical; Potency, µM (doses to about 59.8 µM), for inactives: at the top dose activity, negative = inhibition, actives largely listed as inhibitors; 230,000 tested, under 10 active; also: % of control where 0% means no effect
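Proteins preincubated together for 20 min at RT before compound addition; 15 min later, nickel and streptavidin beads were added and left 90 min prior to AlphaScreen measurement.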
HTT aggregate = reduces HttQ103-GFP aggregates in PC12 cells; PC12 HttQ103-GFP aggregates, Acumen cytometry, 40 h; Potency, µM (doses to about 46.1 µM), for the others: at the highest dose activity change, negative = inhibition, hits mostly inhibitors; 1.1% of 220,000 active; also: potency is read from the fitted curve at half-maximal effect; % is scaled to controls: 0 for no effect and ±100 for the full control effect; nearly all actives have a fitted effect of over 60% in size
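Aggregates are detected as GFP objects 1–25 µm with signal 6 STDEV over background in lysates of induced PC12 cells. These carry Huntingtin exon 1 with 103 glutamines fused to GFP under an ecdysone promoter; compounds titrated.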
* marks the source's active call; other numbers are inactive results; u = inconclusive; x = not tested or not shown; [ ] = remark or other dose. Calls follow the shape of the dose curve; as a rule, active = well fitted curve in the direction sought with a large enough effect; inconclusive = small, poorly fitted or top-dose-only effect, or another doubt; inactive = no such curve, though single readings can be large; an effect the other way counts as inactive or inconclusive. Only part of the results is shown. The share of hits here may be higher or lower than overall.

No.	Compound	NPSR antagonist	Epigenetic derep	KinaseGlo FLuc	L3MBTL1 block
1	c1ccc(-c2nc(C3CCCCC3)no2)cc1	-14%[46.1 µM]	2.3%	-3%	x
2	CCOC(=O)C(C)Oc1cccc2c(=O)n(CC(=O)Nc3ccc(OCC)cc3)ccc12 (stereo unspecified)	-11%[46.1 µM]	8.5%	-2%	-4%
3	C/C(=N\NC(=S)Nc1cccc(C)c1)c1cc2ccccc2o1	-23%	-0.1%	1%	-11%[11.4 µM]
4	COc1ccc(/C=N/n2c(-c3cccs3)n[nH]c2=S)cc1	-29%[46.1 µM]	0.0%	1%	-8%
5	Cc1cc(N2CCN(C)CC2)nc(-c2ccccc2O)n1	13%[7.67 µM]	-0.3%	x	-13%
6	O=C(CCn1c(=O)[nH]c2ccccc2c1=O)NCCCN1CCN(c2cccc(Cl)c2)CC1	1%[46.1 µM]	0.0%	0%	2%
7	CCOC(=O)C1CCCN(C(=O)c2cc3c(-c4cccc(OC)c4)nn(C)c3s2)C1 (stereo unspecified)	-29%[46.1 µM]	0.9%	-1%	-6%
8	Cn1cc(C(N)=O)c2ccccc21	-2%	-1.3%	1%	7%
9	CCOC(=O)c1nnn(CC(=O)Nc2cccc(Cl)c2C)c1C(=O)OCC	-8%[46.1 µM]	1.8%	0%	x
10	CC(=O)NN1C(=O)/C(=C\c2ccc(C)cc2)SC1=S	-8%[46.1 µM]	-0.3%	-4%	-7%
11	COc1cccc(C2C(C(=O)OC(C)C)=C(C)Nc3ncnn32)c1 (stereo unspecified)	-8%[46.1 µM]	2.2%	-1%	-3%
12	CCOc1ccccc1N1CCN(CC(=O)N(CC(C)C)c2c(N)n(CC(C)C)c(=O)[nH]c2=O)CC1	-3%	-1.5%	0%	-13%

No.	IMPase Li cell	CBFb RUNX1 block	HTT aggregate
1	25%[38.3 µM]	3%	-12%
2	16%[38.3 µM]	14%	-10%
3	11%	-23%	-27%
4	-2%[38.3 µM]	-15%	-15%
5	x	3%	1%[9.22 µM]
6	3%[38.3 µM]	-2%	-23%
7	31%[activator][38.3 µM]	0%	-8%
8	x	u	3%
9	19%[38.3 µM]	-2%	12%
10	-17%[38.3 µM]	-4%	9%
11	-10%[38.3 µM]	-1%	23%
12	11%	0%	16%

Results in HTT aggregate and Epigenetic derep, for some of the entries so far:
| cpd | canonical_smiles | HTT aggregate | Epigenetic derep |
| --- | --- | --- | --- |
| 8 | Cn1cc(C(N)=O)c2ccccc21 | 3% | -1.3% |
| 5 | Cc1cc(N2CCN(C)CC2)nc(-c2ccccc2O)n1 | 1%[9.22 µM] | -0.3% |

Additional structures:
No.	Compound	NPSR antagonist	Epigenetic derep	KinaseGlo FLuc	L3MBTL1 block
13	Nc1cccc(C(=O)Nc2ccco2)c1	-2%[46.1 µM]	0.9%	-3%	-13%[11.4 µM]
14	CN(Cc1nc2ccc(F)cc2[nH]1)Cc1nc(CC2CC2)no1	-7%	0.2%	-2%	9%
15	N#Cc1c(NC(=O)c2ccccc2)sc2c1CCC2	-13%[46.1 µM]	2.1%	-6%	x
16	COc1ccc(-c2nnc(SCc3ccccc3F)o2)cc1OC	-29%[46.1 µM]	-2.2%	-5%	8%
17	Oc1c(CN2CCN(c3ccccn3)CC2)cc(Cl)c2cccnc12	u	u	-1%	4.5µM*
18	CCCCCNCc1ccc(OCc2ccc(Cl)nc2)c(OC)c1	14%	-1.0%	-5%	7%
19	CC(C)Oc1ccc(C(=O)Nc2ccccc2N2CCOCC2)cc1	29%	1.1%	4%	5%
20	O=C(c1cc2ccccc2o1)N1CCC(N2CCC(C(=O)N3CCCC3)CC2)CC1	9%	0.5%	2%	0%
21	COc1ccc(N2CCN(C(CNC(=O)OCc3ccccc3)c3ccco3)CC2)cc1 (stereo unspecified)	-3%	0.0%	4%	-21%
22	CCCn1c(N)c(C(=O)CSc2nc3ccccc3c(=O)n2-c2ccc(OC)cc2)c(=O)[nH]c1=O	-2%	0.2%	0%	x
23	CCn1ncc(C2=NOC(C(=O)Nc3cccnc3)C2)c1C (stereo unspecified)	-6%[46.1 µM]	-0.5%	6%	-5%
24	COc1ccccc1N1C(C)=CC(=C(C#N)c2nc3ccccc3s2)C=C1C	-18%	u	4%	19%

No.	IMPase Li cell	CBFb RUNX1 block	HTT aggregate
13	15%[38.3 µM]	11%	-13%
14	3%	9%	-8%[9.22 µM]
15	u	2%	-4%[9.22 µM]
16	3%[38.3 µM]	u	u
17	5%	u	-26%
18	-1%	6%	13%
19	13%	8%	-4%[9.22 µM]
20	7%	2%	-6%[9.22 µM]
21	11%	-22%	-4%
22	-29%	20%	5%
23	2%[38.3 µM]	6%	-4%
24	3%	8%	-12%

Single records (already shown). Values in the order: NPSR antagonist, Epigenetic derep, KinaseGlo FLuc, L3MBTL1 block, IMPase Li cell, CBFb RUNX1 block, HTT aggregate
CCCn1c(N)c(C(=O)CSc2nc3ccccc3c(=O)n2-c2ccc(OC)cc2)c(=O)[nH]c1=O is listed as -2%, 0.2%, 0%, x, -29%, 20%, 5%
COc1ccc(N2CCN(C(CNC(=O)OCc3ccccc3)c3ccco3)CC2)cc1 (stereo unspecified) is listed as -3%, 0.0%, 4%, -21%, 11%, -22%, -4%
CC(C)Oc1ccc(C(=O)Nc2ccccc2N2CCOCC2)cc1 is listed as 29%, 1.1%, 4%, 5%, 13%, 8%, -4%[9.22 µM]
COc1ccc(-c2nnc(SCc3ccccc3F)o2)cc1OC is listed as -29%[46.1 µM], -2.2%, -5%, 8%, 3%[38.3 µM], u, u
Nc1cccc(C(=O)Nc2ccco2)c1 is listed as -2%[46.1 µM], 0.9%, -3%, -13%[11.4 µM], 15%[38.3 µM], 11%, -13%

(cont.)
No.	Compound	NPSR antagonist	Epigenetic derep	KinaseGlo FLuc	L3MBTL1 block
25	O=C(COC(=O)c1ccc(O)cc1)NCCC1=CCCCC1	-9%	-3.4%	3%	2%
26	COc1ccc(CCNCC(O)c2ccccc2)cc1 (stereo unspecified)	15%	-0.6%	-1%	7%
27	COc1cc(C)c(C(C)C)cc1S(=O)(=O)N1CCOCC1	-4%[46.1 µM]	-5.3%	0%	5%
28	CN1CCN(C(=O)CSc2nc3ccc(NC(=O)c4ccccc4F)cc3s2)CC1	23%	-1.0%	x	x
29	CCOC(=O)c1cc(NC(=O)COC)ccc1O	-11%	-1.2%	-5%	-17%
30	Cc1nc2ccccn2c1C(=O)NCc1cccnc1	6%[46.1 µM]	4.4%	-2%	3%
31	OC(COCc1ccc(Cl)cc1)CN1CCc2ccccc2C1 (stereo unspecified)	12%	-2.5%	0%	0%
32	COc1cccc(Nc2nnc(SCC(=O)Nc3sccc3C(N)=O)s2)c1	5%	-0.7%[10.1 µM]	-1%	-29%
33	O=C1CC(C(F)(F)C(F)(F)C(F)(F)C(F)F)=Nc2ccccc2N1	-1%[46.1 µM]	-2.4%	11%	8%
34	COC(=O)C1=C(C)NC(C)=C(C(=O)OC)C1c1ccc(-c2cccc([N+](=O)[O-])c2)o1	-51%	-0.3%	x	-13%
35	CCN(CC)C(=O)CSCc1cnn(-c2ccccc2)c1-n1cccc1	-30%[46.1 µM]	-1.9%	8%	x
36	Cc1cc(NC(=O)CCN2C(=O)/C(=C/c3ccccc3F)SC2=S)no1	3%	6.7%	1%	x

No.	IMPase Li cell	CBFb RUNX1 block	HTT aggregate
25	7%	6%	32%
26	3%	-10%	1%[9.22 µM]
27	15%[38.3 µM]	2%	3%
28	x	3%	-4%[9.22 µM]
29	5%	4%	-18%[9.22 µM]
30	-5%[38.3 µM]	4%	-9%
31	8%	8%	-1%
32	15%	-9%	8%[9.22 µM]
33	-1%[38.3 µM]	0%	8%
34	x	u	16%[9.22 µM]
35	15%[38.3 µM]	0%	u
36	-1%	-3%	5%

Remaining list, next part:
No.	Compound	NPSR antagonist	Epigenetic derep	KinaseGlo FLuc	L3MBTL1 block
37	NS(=O)(=O)c1ccc(CCNC(=O)CN2CCN(c3ccccc3O)CC2)cc1	19%	0.0%	3%	1%
38	NC(=O)[C@@H]1CCCN1Cc1nc(-c2cccs2)no1	-18%	-4.5%	0%	0%
39	O=C(CNCCC1=CCCCC1)Nc1ccc(N2CCCCCC2)cc1	u	u	2%	u
40	Cc1ccc(-c2noc(C3CCCN(C(=O)c4c(F)cccc4F)C3)n2)cc1 (stereo unspecified)	u	-1.6%	-1%	-1%
41	CC(=O)OC1C([N+]2(C)CCCCC2)C[C@H]2C3CC[C@H]4C[C@H](OC(C)=O)C([N+]5(C)CCCCC5)CC4(C)C3CCC12C (stereo partly specified)	x	0.0%	x	x
42	Cc1c(C(O)CN2CCN(Cc3ccc4c(c3)OCO4)CC2)c2ccccc2n1C (stereo unspecified)	-2%[46.1 µM]	-1.0%	4%	x
43	COc1ccc(/C=C/C2=CC(C)(C)NC(=S)N2)cc1	-6%	1.2%	2%	x
44	CN(C)c1cccc(C(=O)OCCNC(=O)c2cccc(S(=O)(=O)N3CCOCC3)c2)c1	-1%	-0.1%	x	x

No.	IMPase Li cell	CBFb RUNX1 block	HTT aggregate
37	-3%	-3%	14%
38	6%	-2%	-3%[9.22 µM]
39	13%[38.3 µM]	u	1%
40	-10%[38.3 µM]	3%	u
41	28%	2%	13%
42	17%[38.3 µM]	-2%	4%
43	-9%	-8%	-4%
44	x	-22%	-11%[9.22 µM]
